aDG glyco act: alpha-DG glycosylation activation. Pro5-aDG cells, alpha-DG glycosylation AlphaScreen (IIH6); 0% Pro5, 100% B10-LARGE cell signal. activation, % at 10 µM. hit rate 0.22% among 360,000. AID 624168;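 active = activation of at least 8% versus controls, or a plate z-score of at least 8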;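 also: Pro5 are CHO cells carrying HIG-tagged alpha-DG that lacks glycosylation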
ABHD5-PLIN5 inh: inhibitors of human ABHD5-perilipin-5 interaction; inhibition, % at 4 µM; Q00G26+Q8WTS1; hit rate 0.78% among 360,000; Split G. princeps luciferase complementation, luminescence, 4 h;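 active = inhibition above the mean inhibition across every tested compound plus 3 SD, cut at about 22% in these data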;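 also: 0% = DMSO only wells and the 100% control is not disclosed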
Glyco luc inh: N-linked glycosylation inhibition; D54 ERlucT glycosylation luciferase reporter, 24 h; percent of 100 nM tunicamycin response; reporter increase, % at 12.5 µM; hit rate 0.23% among 360,000;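 active = mean luciferase reporter signal, scaled so untreated is 0 and the glycosylation-blocking control 100, at or above a set limit in every replicate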;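 also: luciferase carries N-glycosylation sites so blocking glycosylation raises the light; 0% = median of neutral control wells and 100% = median of 100 nM tunicamycin wells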
MC4R ag barr: activates human MC4R beta-arrestin recruitment. P32245. U2OS MC4R beta-arrestin complementation, luminescence; percent of melanotan II response, DMSO zero. activation, % at 8.9 µM. hit rate 0.98% among 360,000;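 active = activation above a per-plate cutoff, the mean activation of sample wells on that plate plus 3 SD, cut at about 8% in these data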
hiPSC survival: increases survival of single human iPS cells; hit rate 0.044% among 360,000; AID 602274; hiPSC single-cell survival, ATPlite luminescence; 100% = ROCK inhibitor wells, 0% = DMSO; survival enhancement, % at 20 µM; in the data active = survival enhancement above about 18%;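 also: cells exposed to compounds for 16 hours before the ATP read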
H9c2 protect: modulators protecting cardiomyocytes from myocardial damage. H9c2 cardiomyocytes, H2O2 injury protection, ATPLite, 2 h. protection from H2O2 cell death, % at 20 µM. hit rate 0.63% among 360,000. AID 588492;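 active = compounds giving at least 50% protection of heart cells from peroxide-induced death in the single-dose screen, raw or plate-pattern-corrected value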;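 also: 0% = DMSO wells with peroxide and 100% = DMSO wells without peroxide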
ABCB6 inh MLPCN: inhibitors of human ABC transporter ABCB6; fluorescence ratio to DMSO, % at 10 µM; AID 602162; K562-ABCB6 porphyrin accumulation, flow cytometry, 1 h; hits give low values; hit rate 0.19% among 360,000;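 active = fluorescence ratio to DMSO below 75%, the collection mean minus 3 SD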;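 also: signal is porphyrin accumulated inside mitochondria; 100% equals median channel fluorescence of DMSO control wells; lower ratio means ABCB6 inhibition with less porphyrin fluorescence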
Target sequence (Q9NP58 whole entry, looked up): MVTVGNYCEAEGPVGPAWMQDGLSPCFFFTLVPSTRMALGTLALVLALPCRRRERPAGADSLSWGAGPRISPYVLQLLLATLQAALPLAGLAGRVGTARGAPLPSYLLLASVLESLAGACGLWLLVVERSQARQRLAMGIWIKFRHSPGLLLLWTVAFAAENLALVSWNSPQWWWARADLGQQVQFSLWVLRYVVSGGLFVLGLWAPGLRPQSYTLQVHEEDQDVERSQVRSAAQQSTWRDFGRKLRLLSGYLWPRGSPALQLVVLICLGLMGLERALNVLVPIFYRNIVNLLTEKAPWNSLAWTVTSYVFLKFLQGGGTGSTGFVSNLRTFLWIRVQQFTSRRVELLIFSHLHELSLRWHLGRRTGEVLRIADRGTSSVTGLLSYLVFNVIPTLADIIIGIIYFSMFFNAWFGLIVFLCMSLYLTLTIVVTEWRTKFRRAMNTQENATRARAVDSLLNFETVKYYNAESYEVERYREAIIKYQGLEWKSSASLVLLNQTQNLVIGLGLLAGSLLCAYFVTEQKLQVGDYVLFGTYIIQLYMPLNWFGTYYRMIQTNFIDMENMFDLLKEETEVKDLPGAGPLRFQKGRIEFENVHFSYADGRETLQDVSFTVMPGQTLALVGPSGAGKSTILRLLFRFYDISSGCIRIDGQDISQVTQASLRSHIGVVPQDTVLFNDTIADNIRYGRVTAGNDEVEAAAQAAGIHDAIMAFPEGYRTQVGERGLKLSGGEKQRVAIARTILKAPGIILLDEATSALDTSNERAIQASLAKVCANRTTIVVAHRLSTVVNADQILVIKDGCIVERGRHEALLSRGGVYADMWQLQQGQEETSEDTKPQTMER
MC4R antag cAMP: blocks human MC4R cAMP signaling; P32245; MC4R-expressing cells, MTII-stimulated cAMP, LANCE TR-FRET; inhibition, % at 6.5 µM; hit rate 0.48% among 360,000;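 active = inhibition above its plate's cutoff, the mean of tested wells on that plate plus 3 SD, cut at about 29% in these data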;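 also: 0% = Melanotan II alone and 100% = Melanotan II plus saturating MCL0020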
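system = U2OS cells with stable human MC4R expression | also added = Melanotan II challenge after compound preincubation | dosing = one concentration, 6.5 µM nominal | incubation = compound 30 min, challenge 1 h, detection 1 h | measured by = TR-FRET with Eu-cAMP and labeled anti-cAMP, 671 nm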
Exocytosis inh: blocks lytic granule exocytosis | inhibition, % at 10 µM | AID 651702 | hit rate 0.66% among 360,000 | TALL-104 LAMP-1 surface exposure, flow cytometry; cells stimulated with thapsigargin and PMA;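 active = inhibition above about 55%, limit read from the data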
m5-HT2A agonist: agonists of mouse serotonin 5-HT2A receptor (HTR2A). hit rate 0.66% among 360,000. activation, % at 7.6 µM. CHO-K1 mHTR2A beta-arrestin complementation, luminescence; percent of 30 µM serotonin response. P35363. AID 624169;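 active = activation above a run cutoff, the mean activation of all tested compounds plus 3 SD, cut at about 14% in these data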;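 also: 0% = plate median of compound wells and 100% = 30 µM serotonin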
* hit, by the source's call; . = no result given. Hits appear at their usual frequency; 4.5% or so of the library scored in one or more.

Preview:
Values run as follows: aDG glyco act, ABHD5-PLIN5 inh, Glyco luc inh, MC4R ag barr, hiPSC survival, H9c2 protect, ABCB6 inh MLPCN, MC4R antag cAMP, Exocytosis inh, m5-HT2A agonist
- O=C(CNC(=O)c1ccc(Br)o1)NNC(=O)COc1ccccc1Cl
→ 0.1, 3, 1, -2.0, 3.8, 4, 91, -2, -1, -5
- NNCCc1ccccc1
→ 0.1, -1, 2, -1.5, -1.7, -16, 97, 8, 1, 3
- Cc1ccc(NC(=O)CN2CCCCC2)c2c1CC(C)(C)O2
→ 0.5, 0, 0, -1.1, -2.1, 9, 105, -2, 0, -2

All compounds of this part (from the top)
Values run as follows: aDG glyco act, ABHD5-PLIN5 inh, Glyco luc inh, MC4R ag barr, hiPSC survival, H9c2 protect, ABCB6 inh MLPCN, MC4R antag cAMP, Exocytosis inh, m5-HT2A agonist
- O=C(CNC(=O)c1ccc(Br)o1)NNC(=O)COc1ccccc1Cl
→ 0.1, 3, 1, -2.0, 3.8, 4, 91, -2, -1, -5
- NNCCc1ccccc1
→ 0.1, -1, 2, -1.5, -1.7, -16, 97, 8, 1, 3
- Cc1ccc(NC(=O)CN2CCCCC2)c2c1CC(C)(C)O2
→ 0.5, 0, 0, -1.1, -2.1, 9, 105, -2, 0, -2
- CCOc1cnc(C(=O)NNC(=O)C(Br)C(C)C)o1 (stereo not drawn)
→ -0.2, -1, 0, -2.6, 0.4, 12, 100, 14, -13, 10
- COC(=O)c1cccc(NC(=O)C2CCCN2C(=O)c2cccs2)c1 (stereo not drawn)
→ 0.1, 4, 0, -0.8, 0.6, 3, 97, 3, -4, 7
- CCN(CC)C(=N)/C(C#N)=N/Nc1ccccc1
→ -0.1, -7, 1, 1.9, 1.9, 0, 105, -5, -3, 6
- N#Cc1ccc(-c2nc3ccc(Br)cn3c2Cc2ccccc2C(F)(F)F)cc1
→ 0.1, -4, -4, ., -2.0, -4, 107, ., -2, -10
- COc1cc(SC)ccc1C(=O)NCCOc1c(C)cc(C)cc1C
→ 0.5, -2, -1, 1.8, -0.5, -8, 96, 3, 13, -2
- CCCOC(=O)c1cccc(NC(=O)c2cccnc2)c1
→ 0.2, 1, -1, -1.9, -1.9, 2, 93, 6, -5, 1
- COc1cc(/C=N/O)c(Br)cc1OCC(=O)Nc1ccccc1C
→ -0.3, -1, 0, 7.8, 0.5, -3, 97, 0, -1, -2
- CCOC(=O)c1sc(NC(=O)CSc2nc3c(cc2C#N)CCCCCC3)c(C#N)c1C
→ 0.9, 0, -1, 1.3, 0.2, -16, 88, 9, 0, 0
- Cc1cc(S(=O)(=O)N2CCOCC2)ccc1OCC(=O)NCc1ccccn1
→ -0.1, -3, -2, -1.1, -0.2, -1, 101, 7, -21, 11
- COc1ccc(NC(=O)CCS(=O)(=O)c2ccc3c(c2)oc(=O)n3C)cc1
→ 0.0, -3, 1, -2.0, 0.9, 3, 96, -1, -1, 12
- COc1ccccc1CNC(=O)C1CCN(S(=O)(=O)c2ccc3c(c2)NC(=O)CO3)CC1
→ 0.1, -9, -2, -0.6, 0.6, 5, 102, 7, -16, -4
- O=C(c1ccc(-c2ccccc2Cl)o1)N1CCCC(C(F)(F)F)C1 (stereo not drawn)
→ 0.1, -3, -2, -0.4, 0.0, 0, 100, -1, 1, -8
- CC(=O)Oc1ccc(-c2cccc(C(=O)O)c2)cc1
→ -0.1, 1, -2, -0.5, 0.0, 11, 97, 9, 4, -5
- CC(C)(C)c1ccc(NC(=O)N2CCCN(c3ccc([N+](=O)[O-])cn3)CC2)cc1
→ 0.3, -6, -2, -0.9, -0.4, -10, 90, 1, 17, 1
- CCOc1ccc(CN(C)C(=O)c2ccc(NC(=O)CC3SC(N4CCCC4)=NC3=O)cc2)cc1 (stereo not drawn)
→ -0.2, 14, 3, 0.1, -0.1, -8, 106, 4, -5, 1
- CSc1ncc2c(=O)[nH]c(-c3ccccc3)nc2n1
→ 0.0, 7, 3, -1.1, 0.7, 3, 96, 1, -9, 3
- COc1ccc(N2CCN(C(=O)COC(=O)[C@@H](NC(=O)c3c(F)cccc3F)C(C)C)CC2)cc1
→ -0.1, -7, -1, 0.5, 0.0, -1, 95, 3, 2, 4
- O=C(NNC(=O)c1ccc(Cl)cc1Cl)c1ccncc1
→ 0.0, 12, 1, 1.6, -0.4, -2, 94, -1, 2, 6
- COc1ccc(C(=O)CCNc2cccc(Cl)c2)cc1
→ -0.1, -5, -1, 0.5, -1.4, 3, 93, 4, -2, 0
- COC(=O)c1ccsc1NC(=O)CSc1nnnn1-c1ccccc1SC
→ 0.6, 0, -2, 1.4, -1.5, 2, 97, 11, 4, -3
- CCOc1ccc(S(=O)(=O)NCCC(=O)NCc2ccc(OC)c(OC)c2)cc1
→ 0.1, 1, 0, -0.7, -0.1, -7, 98, -3, 1, 14*
- CC(Sc1ccc(Cl)cc1)C(=O)Nc1ccc(S(=O)(=O)N2CCOCC2)cc1 (stereo not drawn)
→ 0.0, -15, -3, 0.8, 3.8, -14, 96, 5, 2, -4
- COc1cc(NC(=O)c2onc(C)c2Cl)c(OC)cc1Cl
→ 0.0, 5, 2, -0.4, -0.4, 3, 101, 11, -4, -4
- Cc1ccc(N(C(=O)c2snc(C(N)=O)c2N)C(C(=O)NCC2CCCO2)c2c[nH]c3ccccc23)cc1 (stereo not drawn)
→ 0.3, -6, 1, 1.5, -0.2, 4, 99, 21, 42, 7
- CCOc1ccc(OCC)c(NC(=O)CN(C)S(=O)(=O)c2cccc3nsnc23)c1
→ 1.0, -1, -2, -1.4, 0.6, 9, 97, 5, 10, 0
- O=C(Nc1nc2c(Cl)ccc(Cl)c2s1)c1ccco1
→ 0.0, 11, 2, -0.8, 0.4, -14, 103, 8, 4, 0
- Cc1ccc(C)c(N(C(=O)Cn2nnc3ccccc32)C(C(=O)NC(C)(C)C)c2ccsc2)c1 (stereo not drawn)
→ 0.1, -7, -4, -1.0, -1.9, -11, 97, 9, 3, -4

Profiles, quoted from the list. Values in the order: aDG glyco act | ABHD5-PLIN5 inh | Glyco luc inh | MC4R ag barr | hiPSC survival | H9c2 protect | ABCB6 inh MLPCN | MC4R antag cAMP | Exocytosis inh | m5-HT2A agonist
CCOc1ccc(OCC)c(NC(=O)CN(C)S(=O)(=O)c2cccc3nsnc23)c1 is entered as 1.0 | -1 | -2 | -1.4 | 0.6 | 9 | 97 | 5 | 10 | 0
O=C(Nc1nc2c(Cl)ccc(Cl)c2s1)c1ccco1 is entered as 0.0 | 11 | 2 | -0.8 | 0.4 | -14 | 103 | 8 | 4 | 0

Continued.
Values run as follows: aDG glyco act, ABHD5-PLIN5 inh, Glyco luc inh, MC4R ag barr, hiPSC survival, H9c2 protect, ABCB6 inh MLPCN, MC4R antag cAMP, Exocytosis inh, m5-HT2A agonist
- CC(C)N(C(=O)CSc1n[nH]c(=O)n1CCc1ccccc1)C(C)C
→ 0.0, -2, 1, -1.9, -0.4, 2, 100, 4, 0, 3
- COCc1ccc(-c2c(-c3ccsc3)oc(=O)c3cc(OC)c(OC)cc23)cc1
→ -0.3, 7, 1, 0.8, 0.7, 18, 94, 4, 5, 5
- CCOC(=O)c1sc2nc(C)[nH]c(=O)c2c1C
→ -0.3, 1, 4, -1.2, -0.7, 7, 95, 3, -3, -2
- Cc1cccc(C(=O)OC(C)C(=O)N2CCN(Cc3ccccc3)CC2)c1 (stereo not drawn)
→ 0.6, 6, -3, -3.0, -0.2, -4, 94, 0, -1, -3
- O=C(Nc1nnc(S(=O)(=O)N2CCOCC2)s1)c1ccc(Cl)cc1
→ -0.1, -3, 1, 0.9, 1.1, -11, 99, 19, 2, -2
- Cc1cc(C(=O)NN=C2CCCCCC2)c(C)o1
→ 0.1, 1, 1, 0.9, -0.1, 5, 92, -8, 2, -10
- CCn1c(SCC(=O)Nc2ccccc2Cl)nnc1C1CC1
→ 0.0, -8, 0, -1.1, -0.3, 0, 97, 1, -6, -3
- CSCCC(NC(C)=O)C(=O)Oc1ccc2c3c(c(=O)oc2c1)CCCC3 (stereo not drawn)
→ 0.1, 3, 0, -0.6, -1.2, 18, 100, -6, -5, 3
- COc1ccc(C(=O)c2sc(Nc3ccccc3)nc2C)cc1
→ 0.1, -7, -6, -1.7, -0.2, -8, 101, 5, -10, -5
- Cc1cc(C)c(OCCCCCn2ccnc2)c(C)c1
→ 0.5, 0, -2, -0.1, -0.3, -7, 91, 3, -5, 8
- CCOc1cccc(C2C(C(=O)c3ccc(C)o3)=C(O)C(=O)N2c2nccs2)c1 (stereo not drawn)
→ 0.1, -7, -1, -1.3, 0.2, -1, 98, 19, -3, 1
- C=CCSc1nnc(-c2cc3c(s2)-c2ccccc2CC3)o1
→ -0.3, -2, -1, 0.2, -2.1, -19, 94, 10, 1, 0
- COc1ccc(OC)c(NC(=O)c2cccc(N3C(=O)C4C5C=CC(C6CC56)C4C3=O)c2)c1 (stereo not drawn)
→ 0.6, -3, 0, -1.9, -0.6, -9, 95, 7, 14, 6
- CCN(C(=O)CSc1nnc(-c2cccs2)n1N)c1c(N)n(Cc2ccccc2)c(=O)[nH]c1=O
→ 0.3, 10, 4, -0.5, -0.2, 5, 94, -2, -1, -3
- CCCCNC(=O)C1(C)CCCCCN1Cc1cccc2c(OC)cc(C(=O)OCC)cc12 (stereo not drawn)
→ 0.1, -4, -7, -1.5, -0.9, -17, 98, 30*, 30, -5
- CCCCC(C(=O)NCCC(C)C)N(CCCN1CCOCC1)C(=O)c1snc(C(N)=O)c1N (stereo not drawn)
→ -0.2, 3, 0, -1.6, -0.3, 0, 103, 11, -3, -5
- COC(=O)c1[nH]c2ccccc2c1NC(=O)CN1CCN(c2cccc(OC)c2)C(C)C1 (stereo not drawn)
→ 0.1, 4, -5, 0.7, -2.0, 26, 94, -19, 6, 4
- Cc1ccc(S(=O)(=O)C2(C(=O)N3CCN(c4cc(C)ccc4C)CC3)CC2)cc1
→ 0.2, 6, -4, -2.3, -0.6, -5, 95, 0, -3, -2
- CC/C=C/C(=O)N1CC2(CC(c3cccc(NC(=O)CC)c3)=NO2)C[C@H]1C(N)=O (stereo partly drawn)
→ -0.3, -1, 1, -0.8, 2.0, -1, 95, 4, -1, 5
- C=CCC[C@@H](Cc1ccc(F)cc1)C(=O)OC[C@H](Cc1c[nH]c2ccccc12)NC(=O)[C@@H](CC=C)CC(=O)N(CCO)Cc1ccccc1
→ 0.0, 4, 0, -1.4, 3.8, -3, 99, 24, 31, -9
- Cc1ccc(Sc2ncccc2NC(=O)c2ccccc2Cl)cc1
→ 0.0, 1, 0, -1.0, -0.1, 0, 102, 3, -15, -5
- CC[C@@]1(C(=O)OC)N[C@H](CN(C)S(=O)(=O)c2ccc(C(F)(F)F)cc2)[C@@H]2C(=O)N(C)C(=O)[C@@H]21
→ 0.1, 7, 1, -0.4, -0.7, 0, 95, 13, 1, -2
- COc1ccc(NC(=S)NCCN2CCC(C)CC2)cc1Cl
→ -0.1, -8, 1, -3.6, 1.2, -6, 92, 3, 1, 0
- Cc1ccc([C@@H]2CC=C(C(=O)O)[C@H](c3cccc(Cl)c3)N2S(=O)(=O)c2ccc(C)cc2)cc1
→ -0.2, -8, 1, 0.2, 4.0, 18, 99, 0, -2, 1

Screening results (PubChem)
